BRCA1 expr act = qHTS Assay to Identify Small Molecule Activators of BRCA1 Expression | MCF7-BRCA1-FFLuc reporter, luminescence, 48 h; response scale: scaled: vehicle 0%, 10 µM genistein 100% | Potency, µM (doses to about 46.1 µM), for inactives: at the highest dose activation, hits mostly activators | hit rate 1.1% among 380,000 | AID 624202, 2012; active means well fitted activation curve with a large enough effect; inconclusive means small, poorly fitted or top-dose-only effect; inactive means no such curve, though single readings can be large or run the other way; further: potency means the concentration at half of the fitted maximal effect; nearly all actives have a fitted effect of over 80% in size; some results filed as inactive show a strong effect at the top dose
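Quantitative HTS in MCF7 cells stably reporting BRCA1 expression via firefly luciferase. Compound treatment lasts 48 h at 37 °C in phenol-red free MEM. Activation is expressed relative to genistein at 10 microM and DMSO.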
Giardia kill = Small Molecules that selectively kill Giardia lamblia: qHTS; Giardia lamblia trophozoite viability; activity change, % at 7.66 µM, hits read low; hit rate 0.15% among 340,000; in the data active means activity change below about -80%; inconclusive means between about -30% and that limit;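 further: parasites exposed to compound for two days anaerobically before the ATP read; on the % scale 0 is the no-effect control and ±100 the full control effect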
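Luminescence from cellular ATP indicates surviving trophozoites (100 cells/well) following 48 hrs anaerobic compound treatment at 37 deg C; signal develops 15-30 min at room temperature.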
Numbers without * were called inactive; ? = inconclusive; [ ] = dose if it differs, or a comment. The list is partial; count on the stated rates, not on these rows.

molecule	BRCA1 expr act	Giardia kill
CCN(CC)CCOCCn1c(C)ccc1C	10.6%	-13.1
CCOc1cccnc1Sc1ccccc1	-5.4%	5.4
O=S(c1ccccc1)C(c1ccccc1)c1ccccc1 (centres undefined)	-12.0%	9.5
CCn1c(NCc2c[nH]c3ccccc23)nc2ccccc21	58.2%	-2.0
CN(Cc1ccccc1)C(=O)c1ccc(NC(=O)Cc2ccc(NC(=O)C3CCN(C(=O)C4CCCC4)CC3)cc2)cc1	-18.1%	3.4
O=C(NCCCCc1ccccc1)c1cccc(NC(=O)C2CC2)c1	15.5%	-25.4
O=c1ccn([C@@H]2O[C@H](CNCC3=Cc4cc(O)ccc4OC3)[C@@H](O)[C@H]2O)c(=O)[nH]1	29.5%	-3.8
CC(=O)Nc1ncc(Sc2ccc([N+](=O)[O-])cc2)s1	-12.3%	13.0
Cc1ccc(/C(N)=N/OC(=O)N2c3ccccc3Sc3ccccc32)cc1	-36.7%	36.5[activator]
N#Cc1c(N)nc2c(c1-c1ccco1)CCCCC2	26.1%	1.1
O=C(Nc1cccc2cccnc12)c1ccccc1	-40.9%	-24.6
Cc1ccccc1C(=O)c1ccccc1C(=O)c1ccccc1	-29.1%	2.3
CCCCn1cnc2c(SCc3ccccc3Cl)nc(N)nc21	-27.0%	-6.2
CNC(=O)c1nn(C)c(=O)[nH]c1=O	-12.1%	1.5
Nc1cc2c(cc1Cl)-c1ccc(Cl)cc1C2	-30.0%	-6.8
COCCN(C(=O)COC(=O)c1ccc(-c2ccccc2)cc1)c1c(N)n(Cc2ccccc2)c(=O)[nH]c1=O	-23.2%	5.8
c1ccc(CCCCc2ccccn2)cc1	34.2%	-14.2
Cc1ccc(C)c(N(CC(=O)N2CCc3ccccc3C2)S(C)(=O)=O)c1	-3.2%	4.8
CCCCCCn1c(CN2CCN(C(=O)OCC)CC2)nc2c1c(=O)n(C)c(=O)n2C	-4.4%	16.7
NC(=O)C1C(=O)c2ccccc2C1(C[N+](=O)[O-])c1ccccc1 (centres undefined)	1.1%	-3.0
Cc1cc(C)c(CN2CCN(CCCn3cnc(C(=O)Nc4ccc(C)c(C)c4)n3)CC2)c(C)c1	-55.2%	7.0
O=C(O)C[C@H]1c2cc(C(F)(F)F)ccc2S(=O)(=O)N1C1CCN(Cc2ccccc2)CC1	0.0%	16.4
CC(=O)Nc1ccc(S(=O)(=O)NCC2CCCO2)cc1 (centres undefined)	-24.2%	-24.1
N#Cc1ccc(CCc2ccccc2)[nH]c1=O	-1.5%	-10.3
COc1cc2c(cc1OC)C(c1ccc(Br)cc1)NCC2 (centres undefined)	10.8%	-4.1
O=C(O)CC1Cc2ccccc2C1C(=O)O (centres undefined)	28.9%	-10.2
CC(=O)N1CCN(C(=O)CCCNC(=O)c2ccc(Cl)cc2)CC1	-5.5%	-24.5
Cc1cccc2cc(CN(Cc3nnnn3C3CCCC3)C3CCCCC3)c(=O)[nH]c12	-1.6%	7.0
N#CCOc1ccccc1CNC[C@H]1O[C@@H](n2cnc(C(N)=O)n2)[C@H](O)[C@@H]1O	8.4%	-13.4
CS(=O)(=O)c1ccc(C(=O)OCC(=O)NCC2CCCO2)cc1[N+](=O)[O-] (centres undefined)	-6.1%	-3.4
CCOC(=O)Cn1c(=O)c(-c2ccccc2NCc2ccccc2)nc2ccccc21	-1.1%	-8.8
Cc1ccc(NC(=O)c2ncn(CCCN3CCN(Cc4cccc5ccccc45)CC3)n2)cc1C	-12.4%	-19.4
O=C1C=C(O)c2[nH]c(=O)ccc2C1=O	-16.5%	-0.5
O=[N+]([O-])c1ccc(CC(Cl)c2ccccn2)cc1 (centres undefined)	?	3.9
O=C1C(=Cc2ccco2)CCC1=Cc1ccco1	-14.1%	-3.8
COc1ccccc1C1NC(c2ccc3c(c2)OCO3)=CC(c2ccccc2O)N1 (centres undefined)	15.9%	-10.8
NNC(=O)C1C(O)CCC2CN3CCc4c([nH]c5ccccc45)C3CC21 (centres undefined)	-28.5%	-5.8
CN(C(=O)c1cccc(NC(=O)Cc2ccc(NC(=O)C3CCN(C(=O)C4CCCC4)CC3)cc2)c1)C1CCCCC1	0.0%	1.1
CNc1[nH]c(=O)[nH]c(=O)c1N=Nc1cc(Cl)ccc1Cl	-67.5%	-10.1
COC1=NC(=C(c2ccccc2)c2ccccc2)OC1=O	-11.6%	-4.7
Cc1cccc(CC2(O)C(=O)Nc3ccccc32)n1 (centres undefined)	-28.1%	-4.3
COC1=C(Nc2ccccc2)C(=O)C(OC)=C(Nc2ccccc2)C1=O	1.3%	-2.7
CC(C)(C(=O)c1ccccc1)/[N+]([O-])=C/c1ccc(Br)cc1	2.0%	-10.6
CCCCN(C(=O)c1cc(S(=O)(=O)N2CCOCC2)ccc1F)c1c(N)n(CCCC)c(=O)[nH]c1=O	-7.5%	13.1
COc1cc(C=O)ccc1OC(=O)Nc1ccccc1	0.5%	-1.5
O=C(NCCCN1CCOCC1)c1onc(CSc2ccncc2)c1C(=O)NCCCN1CCOCC1	9.0%	-6.8
CC(=O)OCCN1C(=O)c2ccc(-c3nc4ccccc4c(=O)o3)cc2C1=O	0.0%	-1.2
O=C(C(=O)c1cc(Br)ccc1O)c1cc(Br)ccc1O	-86.1%	0.3

(cont.)
Sequence of screens: BRCA1 expr act | Giardia kill
CCN1C=C(C(C)=O)C(=O)CC1
→ -5.9% | -17.6
CC(=O)OCC1=C(C(=O)O)N2C(=O)[C@@H](NC(=O)Cc3ccccc3)[C@H]2SC1
→ -12.3% | 12.3
C=CCOc1ccc(/C=C/C(=O)OCC(=O)N2CCN(S(=O)(=O)c3ccc(C)cc3C)CC2)cc1
→ -9.3% | 0.5
COc1ccc(C(=O)C(C)C(C)=O)c(OCc2ccccc2)c1OC (centres undefined)
→ -0.8% | -8.3
Cc1ccc2sc(C)cc(=O)c2c1
→ 20.1% | -7.3
CN1CC[C@@H]2C(=O)N3CCc4ccc(Br)cc4[C@@H]3C[C@@H]21
→ 4.2% | 35.3[activator]
CCCCN(C(C)=O)c1ccc2c(c1)C1CC2CCN1C(=O)OCc1ccccc1 (centres undefined)
→ -37.2% | -10.1
O=S(=O)(O)c1cc(Cl)cc(N=Nc2ccc(O)cc2O)c1O
→ -52.1% | 9.7
O=C(NCCNC(=O)c1ccc(F)cc1)c1ccc(F)cc1
→ -2.9% | 22.6
NC1=NC(=O)/C(=C/C=C/c2cccs2)S1
→ 26.6% | -11.3
c1ccc2c(c1)-c1ccccc1C2N1CCOCC1
→ -23.1% | 12.9
COc1ccc(C(=O)NC(=S)NNC(=O)c2cccc(C)c2)cc1
→ -59.1% | -10.7
CCN1CCN(c2c(Cl)cccc2NC(=O)c2cc3ccccc3o2)CC1
→ 6.9% | -8.1
O=C(O)C(NC(=O)c1ccccc1)=C(Cl)Cl
→ 3.9% | 29.9
C#CCOCCOCCOCCNc1nc(N2CCN(C(=O)Cn3cc(CC(C)O)nn3)CC2)nc(N2CCN(C(=O)[C@H]([C@@H](C)O)n3cc(CCCCN)nn3)CC2)n1 (some centres undefined)
→ -6.2% | -17.7
COc1cc(C2c3cc4c(cc3C(O)C3COC(=O)C23)OCO4)cc(OC)c1OC (centres undefined)
→ ? | 12.2
CC1(C)Oc2c(ccc(O)c2CN2CCOCC2)C2=C1CCCC2
→ -7.0% | -3.0
Cc1ccc(Cn2c(=O)c3ccccc3n3c(CCC(=O)O)nnc23)cc1
→ 1.4% | 7.0
O=C(Oc1cccc2c(O)cccc12)c1ccccc1Cl
→ -22.5% | ?
O=C(O)C(Cc1ccccc1)N1C(=O)c2c(Cl)c(Cl)c(Cl)c(Cl)c2C1=O (centres undefined)
→ -15.0% | -1.0
Cc1ccc(NC(=O)OC(C)N2CCCCC2)cc1NC(=O)OC(C)N1CCCCC1 (centres undefined)
→ -19.7% | -9.3
CCN1C[C@@H]2[C@@H]3C(=O)N(C)C(=O)[C@@H]3[C@](CC)(C1=O)N2C(=O)c1ccccc1
→ -6.3% | -8.8
COc1cccc2cc(-c3cn4ccc(C)cc4n3)c(=O)oc12
→ 7.08µM* | -18.3
COC(=O)C1=C(C)N(CCCC(=O)O)C(=O)NC1c1cccc(OC)c1 (centres undefined)
→ 0.0% | 14.9
COc1ccc(OCC(=O)N/N=C/c2cccc3cccnc23)cc1
→ -8.6% | 9.3
COc1ccc(CCN2CC(C(=O)OCC(=O)NC(Cc3ccccc3)C(C)=O)CC2=O)cc1OC (centres undefined)
→ 3.5% | -27.0
CCC(=O)NCCc1nc(-c2ccccc2)no1
→ 4.9% | -1.9
COc1ccc(OC(=O)COc2ccccc2C)cc1
→ 34.3% | -19.3
CCN(CC)CCC(=O)N1C/C(=C/c2ccccc2)C(=O)/C(=C\c2ccccc2)C1
→ -98.2% | -13.9
COc1ccc(C(=O)c2ccc3oc(-c4ccc(OC)cc4)c(C#CCCO)c3c2)cc1
→ 2.9% | -24.4

Full records, quoted from the list. Order of screens: BRCA1 expr act | Giardia kill
Results for `O=S(=O)(O)c1cc(Cl)cc(N=Nc2ccc(O)cc2O)c1O` = -52.1% | 9.7
Results for `Cc1ccc(Cn2c(=O)c3ccccc3n3c(CCC(=O)O)nnc23)cc1` = 1.4% | 7.0
Results for `O=C(O)C[C@H]1c2cc(C(F)(F)F)ccc2S(=O)(=O)N1C1CCN(Cc2ccccc2)CC1` = 0.0% | 16.4
Results for `O=C(C(=O)c1cc(Br)ccc1O)c1cc(Br)ccc1O` = -86.1% | 0.3
Results for `COc1ccc(OCC(=O)N/N=C/c2cccc3cccnc23)cc1` = -8.6% | 9.3

(cont.)
Sequence of screens: BRCA1 expr act | Giardia kill
CC(=O)Nc1cc2c(cc1Cl)-c1ccc(F)cc1C2O (centres undefined)
→ -35.5% | -25.1
Cn1c(SCc2ccccc2F)nc2ccccc2c1=O
→ -20.3% | -7.0
O=C(O)C(c1ccccc1)C(O)c1ccc2c(c1)OCO2 (centres undefined)
→ -6.7% | 12.3
O=C(NN=Cc1ccc2c(c1)OCO2)c1ccncc1
→ 4.4% | 14.2
Cc1cc(N)nc(=O)n1C1CC(O)C(CO)O1 (centres undefined)
→ -2.6% | 14.4
CC(=O)NC12CC3CC(C1)CC(C(=O)N1CCN(S(=O)(=O)c4ccccc4C#N)CC1)(C3)C2
→ 0.9% | 6.4
O=C(Nc1ccc(S(=O)(=O)Nc2cnc3ccccc3n2)cc1)c1ccc(Cl)cc1Cl
→ -8.8% | 7.2
Cc1cccc(NC(=S)N2CCC(C(=O)c3ccc(F)cc3)CC2)c1
→ -6.1% | -6.3
COc1ccc(OC)c(/C=N/NC(=O)C(=O)N/N=C/c2cc(OC)ccc2OC)c1
→ -1.4% | -0.4
Cc1ccc(C(=O)NN=C2CCCC2)cc1C
→ 11.5% | 9.1

Shown as a hit in BRCA1 expr act (from the list above):
mol | BRCA1 expr act
COc1cccc2cc(-c3cn4ccc(C)cc4n3)c(=O)oc12 | 7.08µM*

(next part)
Sequence of screens: BRCA1 expr act | Giardia kill
CCN(CC)S(=O)(=O)c1cc(NC(=O)c2ccccc2OCc2c(C)noc2C)ccc1C
→ -29.1% | 9.9
COc1cccc2c1C(=O)CC1C2CCC2CC(=O)CCC21C (centres undefined)
→ -22.9% | 15.1
Cc1noc(C)c1COc1ccccc1C(=O)N1CCN(S(=O)(=O)c2ccccc2C#N)CC1
→ -13.9% | 1.5
CCCCN1C(=O)NC(c2cccc([N+](=O)[O-])c2)C(C(=O)OCC)=C1C (centres undefined)
→ -8.0% | 3.1
COc1ccc(C[C@@H]2OC3(C=CC(=O)C=C3)O[C@H]2Cc2ccc(OC)cc2)cc1
→ -94.5% | -25.9
CN1C[C@@H]2[C@@H]3C(=O)N(Cc4ccccc4)C(=O)[C@@H]3[C@](Cc3ccccc3)(C1=O)N2C(=O)c1ccc(Cl)cc1
→ -14.8% | -15.6
O=C1CC2(CCN1)CCN(Cc1ccccc1)CC2
→ -19.6% | 5.5
CCCCCCCCNCCS(=O)(=O)NCCCCCCCC
→ -2.1% | 2.2
O=c1c2c3nc4ccccc4nc3n(CCN3CCOCC3)c2ncn1CCN1CCOCC1
→ 19.4% | 16.6
CC(=O)OC1CCC2C3CCC4=C(CC(F)C(=O)C4)C3CCC12C (centres undefined)
→ -56.2% | -15.3
Cc1c(C(=O)c2ccc3c(c2)OCO3)ccc2c1OCO2
→ 37.5% | -12.0
c1ccc(Oc2cccc(Oc3ccccc3)n2)cc1
→ 6.2% | -11.3
COc1ccc(C=C2SC(=S)NC2=O)cc1
→ -15.7% | -13.5
CCOC(=O)C1C(=O)CC(C)(O)C(C(=O)OCC)C1c1ccc2c(c1)OCO2 (centres undefined)
→ -9.8% | 4.4
NCCCNc1ccc(Br)cn1
→ -0.9% | -17.9
COc1ccc(N2CCN(Cc3nc4c(c(=O)n(C)c(=O)n4C)n3Cc3ccccc3C)CC2)cc1
→ 17.3% | -6.7
Cc1cc(C)c(NS(=O)(=O)c2ccccc2)c(C)c1NS(=O)(=O)c1ccccc1
→ -27.3% | -3.2
COC(=O)C1CC(O)C(O)C(O)C1 (centres undefined)
→ 5.8% | -25.6
Cc1csc(N2CCCC2c2nc3cc(C(F)(F)F)ccc3n2CCOCCO)n1 (centres undefined)
→ 24.4% | 6.3
CSCCC(NC(=O)c1ccc(Cl)cc1Cl)C(=O)N1CCN(C(=O)c2ccccc2)CC1 (centres undefined)
→ 2.1% | -21.9

Compound activity (PubChem)
